ERa coact pot: ER-alpha (human) coactivator binding potentiation | P03372 | TR-FRET ERalpha-LBD/SRC-Cy5 coactivator binding, 2 h; 100 = basal binding, no effect | coactivator binding (% of control), % at 25.6 µM | 86,000 compounds, 1.3% hits | AID 639; in the data active means activity above about 200%;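 further: binding measured in presence of low estradiol as agonist stimulus; 0% = peptide alone without receptor and 100% = receptor with peptide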
ERa coact inh: ER-alpha (human) coactivator binding inhibition. P03372. TR-FRET ER-alpha LBD / SRC-1 peptide, estradiol-bound. 86,000 compounds, 1.7% hits. inhibition, % at 25.6 µM; in the data active means inhibition above about 50%;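 further: 0% = receptor plus peptide control and 100% = peptide only without receptor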
H69AR growth 86K: blocks growth of human H69AR lung tumor cells; H69AR lung tumor viability, ATP luminescence, 72 h; hits give low values; viability, % at 10 µM; 85,000 compounds, 6% hits;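 active means viability at or below 40%; inactive means viability above 40%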;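 further: multidrug resistant small cell line overexpressing MRP-1 efflux transporter; 100% = mean luminescence of untreated control wells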
Fibroblast inh: blocks proliferation of human lung fibroblasts; LL 47 human lung fibroblast viability, ATP luminescence; hits give low values; viability, % at 10 µM; 85,000 compounds, 1.1% hits; AID 719;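 active means viability at or below 50% in the single dose screen; inactive means viability above 50%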;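 further: compound exposure lasted 72 h before the ATP readout; 100% = median luminescence of untreated cell-only wells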
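Material: human lung fibroblast line LL 47, low passage; Evaluation: viability percentage against median untreated-cell control; Buffer or medium: 15% FBS in IMEM; Incubation: 72 h compound exposure at 37 °C after overnight plating; Dosing: 0.1% DMSO in all compound wells; Measured by: CellTiter-Glo luminescence.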
Smad3 FoxH1 inh: blocks human Smad3 binding to FoxH1 peptide | P84022 | TR-FRET Smad3/Dy647-FoxH1 peptide binding, europium anti-His | inhibition, % at 25 µM | 88,000 compounds, 0.29% hits | AID 630;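 active means compounds that reduce the energy-transfer binding signal between the protein and its labelled peptide by more than half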;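 further: 0% = Smad3 plus labelled peptide maximal FRET and 100% = peptide-only background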
MT1-MMP txn act: MT1-MMP promoter transcription activation; HT1080 MT1-MMP promoter luciferase reporter, luminescence, overnight; hits give high values; activation factor at 10 µM; 86,000 compounds, 0.16% hits;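 active means activation factor of at least 2 for MT1-MMP transcription at 10 µM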
ERb SRC1 inh: blocks coactivator binding to human estrogen receptor beta; Q92731; TR-FRET ER-beta LBD / SRC1-Cy5 peptide binding; receptor agonist-loaded with 1 µM estradiol; inhibition, % at 25.6 µM; 86,000 compounds, 1.3% hits; AID 633;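 active means compounds whose percent inhibition of the receptor-coactivator binding signal exceeds about 50% in the single-dose screen, limit read from the data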;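 further: 0% = receptor plus peptide wells without compound and 100% = peptide-only wells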
Target sequence (Q92731 whole entry, looked up, the tested form may be a part): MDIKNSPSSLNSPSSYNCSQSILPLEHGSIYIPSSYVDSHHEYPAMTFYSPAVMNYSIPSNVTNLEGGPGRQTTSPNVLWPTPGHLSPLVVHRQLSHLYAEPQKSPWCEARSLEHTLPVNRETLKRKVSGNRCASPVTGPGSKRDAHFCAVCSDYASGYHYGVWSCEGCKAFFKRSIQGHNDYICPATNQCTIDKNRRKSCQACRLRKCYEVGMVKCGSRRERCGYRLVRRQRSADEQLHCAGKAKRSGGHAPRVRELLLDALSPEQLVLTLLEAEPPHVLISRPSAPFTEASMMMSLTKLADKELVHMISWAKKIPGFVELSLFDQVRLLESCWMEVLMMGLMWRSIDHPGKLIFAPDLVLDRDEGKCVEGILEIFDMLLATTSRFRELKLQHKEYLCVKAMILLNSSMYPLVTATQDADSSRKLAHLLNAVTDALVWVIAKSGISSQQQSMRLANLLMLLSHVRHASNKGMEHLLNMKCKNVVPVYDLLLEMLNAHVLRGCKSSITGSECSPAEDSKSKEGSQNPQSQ
HUVEC prolif 384: blocks proliferation of human endothelial cells | HUVEC proliferation, CellTiter-Glo luminescence, 72 h; hits give low values | viability, % at 10 µM (by protocol) | 86,000 compounds, 1.1% hits;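 active means viability at or below 30%; inactive means viability above 30%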;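 further: 100% = median luminescence of DMSO-only cell control wells on each plate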
CD11b adhes enh: enhancers of human CD11b/CD18 binding to fibrinogen. P05107+P11215. K562 CD11b/CD18 adhesion to fibrinogen, ATPlite luminescence. activation, % at 10 µM. 93,000 compounds, 0.07% hits;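 active means 10 µM primary screen giving 50% or more activity, confirmed by 40% or more on retest at that dose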; further: strong numbers were not always called active
Numbers without * were called inactive; · = not tested or not shown; [ ] = dose if it differs, or a comment. The list is partial; the hit share may differ from the screen's.

1: O=C(CCC(=O)c1ccc(F)cc1)OC1CCOC1=O (centres undefined)
2: COC(=O)C1CCN(C(=O)Cc2ccc(Br)cc2)CC1
3: COCCCN1C(=O)C(=O)/C(=C(/O)c2ccc(C)cc2)C1c1ccccc1 (centres undefined)
4: CCn1c(CSc2ncccn2)nnc1SCC(=O)N1c2ccccc2CC1C (centres undefined)
5: CCn1cnc2cc(NCc3ccc(C)cc3)ccc21
6: CCCCc1nc2sc3c(c2c(=O)[nH]1)CCC3
7: C=CCc1ccc(OCC(O)CN2CCCCC2)c(OC)c1 (centres undefined)
8: O=C(CCCSc1nnc(-c2cccs2)n1CC1CCCO1)c1ccccc1 (centres undefined)
9: CSC1=C(C#N)C2(CCCC2)C(C#N)=C(N)N1
10: Cc1ccc(O)c(/C=N/NC(=O)C2=NNC(c3ccccc3)(c3ccccc3)C2)c1

Assay by compound,1,2,3,4,5,6,7,8,9,10
ERa coact pot,107.5,50.4,109.6[fluorescence artefact?],121.1,101.2,95.6,124.3,107.4[fluorescence artefact?],119.7,90.7
ERa coact inh,-5.1,54.6*[fluorescence artefact?],-0.2,-5.6,-16.7,3.5[fluorescence artefact?],-3.7,-2.8,-3.9,-8.1
H69AR growth 86K,94.8,93.2,93.9,88.1,104.0,85.3,82.6,69.6,90.3,36.8*
Fibroblast inh,96.2,101.4,102.7,101.2,94.0,101.7,101.3,96.4,104.8,11.7*
Smad3 FoxH1 inh,3.0,5.0,4.3[fluorescence artefact?],2.0,14.4,-0.5,-4.7,6.8,-1.6,-0.2
MT1-MMP txn act,1.1,1.3,1,1,1.4,0.9,1.1,1,1.1,·
ERb SRC1 inh,26.6[fluorescence artefact?],66.0*[fluorescence artefact?],4.7[fluorescence artefact?],0.3,-12.3[fluorescence artefact?],5.8[fluorescence artefact?],-7.0,3.1,-6.7,-16.1
HUVEC prolif 384,101.1,98.3,96.6,84.7,96.2,101.7,90.6,107.8,94.7,4.0*
CD11b adhes enh,-1.6,-3.3,1.9,2.7,-0.8,-5.0,-0.2,2.7,-0.3,·

Next section (three carried over from the part before).
8: O=C(CCCSc1nnc(-c2cccs2)n1CC1CCCO1)c1ccccc1 (centres undefined)
9: CSC1=C(C#N)C2(CCCC2)C(C#N)=C(N)N1
10: Cc1ccc(O)c(/C=N/NC(=O)C2=NNC(c3ccccc3)(c3ccccc3)C2)c1
11: CCn1c(C(=O)N2CCCC(C(=O)O)C2)cc2sccc21 (centres undefined)
12: O=C(Nc1ccc(Sc2ccc(Br)cc2)cc1)c1ccco1
13: Clc1ccc(-c2nnc(-c3ccco3)o2)cc1
14: COc1ccc(OC)c(-n2c(-c3ccc(S(C)(=O)=O)cc3)cc(C=O)c2C)c1
15: COc1ccc(OCCCC(=O)NCC(C)C)cc1
16: COc1ccc(CCNC(=O)C2CCCN(S(=O)(=O)c3cnc[nH]3)C2)cc1OC (centres undefined)
17: COc1ccc(C(=O)NCc2oc(-c3ccccc3)cc2C(=O)O)cc1
18: CC1CCc2cc(F)ccc2N1C(=O)CCC(=O)O (centres undefined)
19: CCCSc1nc2c(c(=O)[nH]c(=O)n2C)n1CCc1ccccc1
20: COc1ccc(-c2noc(CSc3nc(-c4ccccc4)cc(=O)[nH]3)n2)cc1OC

Assay by compound,8,9,10,11,12,13,14,15,16,17,18,19,20
ERa coact pot,107.4[fluorescence artefact?],119.7,90.7,112.7,116.5,101.0,104.4[fluorescence artefact?],107.6[fluorescence artefact?],104.5,98.4,108.3,106.2,97.6[fluorescence artefact?]
ERa coact inh,-2.8,-3.9,-8.1,-19.4,11.4,-2.0,-17.8,-0.6[fluorescence artefact?],-2.4,-1.0,4.9[fluorescence artefact?],1.8,35.4
H69AR growth 86K,69.6,90.3,36.8*,101.3,54.3,97.8,92.0,97.3,100.7,95.9,91.7,74.0,91.5
Fibroblast inh,96.4,104.8,11.7*,92.0,105.1,98.6,104.5,99.2,90.5,98.9,112.2,93.3,99.2
Smad3 FoxH1 inh,6.8,-1.6,-0.2,6.2,-6.8,4.8[fluorescence artefact?],2.5,-0.1,-6.6,2.3,6.9,-1.3,12.7
MT1-MMP txn act,1,1.1,·,1.1,1.1,1.6,1.1,1.1,1,1,1.2,1.1,1.1
ERb SRC1 inh,3.1,-6.7,-16.1,-21.6,1.2,-5.3,-0.7,-4.7,20.6,7.3,-1.0[fluorescence artefact?],-0.9,10.8[fluorescence artefact?]
HUVEC prolif 384,107.8,94.7,4.0*,91.2,84.7,95.3,94.5,101.6,101.2,97.3,95.8,103.9,89.3
CD11b adhes enh,2.7,-0.3,·,·,·,15.6,-2.3,-1.4,-1.9,-3.3,-1.5,-1.2,57.7

Record cards, from the list above. Values in the order: ERa coact pot	ERa coact inh	H69AR growth 86K	Fibroblast inh	Smad3 FoxH1 inh	MT1-MMP txn act	ERb SRC1 inh	HUVEC prolif 384	CD11b adhes enh
`COC(=O)C1CCN(C(=O)Cc2ccc(Br)cc2)CC1` as listed: 50.4	54.6*[fluorescence artefact?]	93.2	101.4	5.0	1.3	66.0*[fluorescence artefact?]	98.3	-3.3
`CSC1=C(C#N)C2(CCCC2)C(C#N)=C(N)N1` as listed: 119.7	-3.9	90.3	104.8	-1.6	1.1	-6.7	94.7	-0.3

Other compounds.
21: COc1cc(/C=c2\sc3n(c2=O)C(c2ccccc2)C(c2ccccc2)=NN=3)ccc1O (centres undefined)
22: CC(C)(C)CC(=O)Nc1cccc2c1CCCC2
23: O=C(CCn1c(=O)[nH]c2ccccc2c1=O)N1CCN(c2ccc(Cl)cc2)CC1
24: COC(=O)NCc1ccc(CNC(=O)OC)cc1
25: CCCOc1ccc(CN(CCO)CCO)cc1C(=O)OC
26: CCN=C1SC(CC(=O)Nc2ccc(C(F)(F)F)cc2)C(=O)N1CC (centres undefined)
27: COc1ccc(CCn2c(NCc3ccco3)nc3c2c(=O)[nH]c(=O)n3C)cc1
28: CCC(Sc1nc2c(c(=O)[nH]1)CCC2)C(=O)Nc1cccc(OC)c1 (centres undefined)

Assay by compound,21,22,23,24,25,26,27,28
ERa coact pot,93.5,100.6,123.1,101.3,116.4,117.4,116.2,124.3
ERa coact inh,-3.6,3.3,15.6[fluorescence artefact?],-1.1,5.0[fluorescence artefact?],-0.2,-7.8,0.6
H69AR growth 86K,63.6,95.6,108.8,94.8,98.1,94.4,91.1,103.4
Fibroblast inh,100.6,96.4,94.7,105.1,103.6,104.3,99.5,92.6
Smad3 FoxH1 inh,-0.5,-6.8,2.1[fluorescence artefact?],6.5[fluorescence artefact?],11.8,2.4,-0.1,11.3[fluorescence artefact?]
MT1-MMP txn act,1,1,1.2,1,1.2,1,1.1,1.3
ERb SRC1 inh,-3.2,7.3,-5.9,-7.7,1.9[fluorescence artefact?],-12.7,3.0,-8.5
HUVEC prolif 384,97.0,107.0,82.2,96.8,86.5,101.2,103.2,93.4
CD11b adhes enh,37.7,-4.1,1.0,13.5,-10.6,1.9,-6.3,6.3

Screening data from PubChem BioAssay.
